CXXC DNA block: MLL CXXC-DNA interaction inhibition | Q03164 | MLL-CXXC / FITC-HOXA9 DNA fluorescence polarization | Potency, µM (top dose mostly 115 µM), for inactives: at the top dose activity change, negative = inhibition, hits mostly inhibitors | 290,000 compounds, 0.037% hits | AID 2662; active = well fitted inhibition curve with a large enough effect in the polarisation, with a control signal flat, not every such curve was filed as active; inconclusive = small, poorly fitted or top-dose-only effect, or effect the other way, or a change in a side signal; inactive = no such curve, though single readings can be large or run the other way; the % refers to the polarisation; also: potency is read from the fitted curve at half-maximal effect
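Purified MLL-CXXC (added from a 7 uM solution) was preincubated 5 min at ambient with pinned compounds in 50 mM Tris-HCl pH 7.5, 50 mM NaCl, 1 mM DTT, 0.05% BSA. Fluorescein-labeled HOX-A9 DNA (50 nM solution) followed, 30 min, then polarization read.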
Tb PFK block: blocks T. brucei phosphofructokinase; Potency, µM (doses to about 57.5 µM), for inactives: at the top dose activity, negative = inhibition, actives largely listed as inhibitors; T. brucei PFK, ADP-Glo luminescence; 330,000 compounds, 0.17% hits;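 also: potency is read from the fitted curve at half-maximal effect; 0% = uninhibited 1x PFK enzyme wells and -100% = no-enzyme wells; nearly all actives have a fitted effect of over 60% in size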
Target sequence (O15648 whole entry, looked up): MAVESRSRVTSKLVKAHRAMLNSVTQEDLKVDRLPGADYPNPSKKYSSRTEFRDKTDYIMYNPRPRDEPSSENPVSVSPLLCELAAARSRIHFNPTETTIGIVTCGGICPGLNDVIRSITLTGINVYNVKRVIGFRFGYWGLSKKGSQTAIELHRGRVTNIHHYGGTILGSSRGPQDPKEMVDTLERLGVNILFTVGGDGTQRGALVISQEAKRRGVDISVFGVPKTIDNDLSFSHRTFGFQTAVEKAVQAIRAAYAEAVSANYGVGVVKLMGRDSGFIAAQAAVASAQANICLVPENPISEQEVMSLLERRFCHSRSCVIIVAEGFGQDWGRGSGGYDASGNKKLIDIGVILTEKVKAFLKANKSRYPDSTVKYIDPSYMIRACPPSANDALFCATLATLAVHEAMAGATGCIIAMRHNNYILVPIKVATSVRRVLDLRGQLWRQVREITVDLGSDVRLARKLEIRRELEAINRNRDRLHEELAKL
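In TEA buffer at pH 8.0 with 5 mM MgCl2, enzyme (1.25 nM) converted F6P (0.5 mM) and ATP (0.1 mM) for 45 min at room temperature. ADP product was read by luciferase luminescence.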
TSHR antag: human thyrotropin receptor antagonism; 330,000 compounds, 0.2% hits; AID 504810; activity change, negative = inhibition, % at 11.5 µM; TSHR-expressing cells, TSH-stimulated cAMP HTRF, 2 h; active compounds read low; P16473;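 active = activity change below a set negative limit, meaning inhibition stronger than a set level, cut at about -70% in these data; inconclusive = activity change between two set negative limits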; also: % is scaled to controls: 0 for no effect and ±100 for the full control effect
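Read-out is FRET at 665 nm (cryptate excitation 337 nm) from a cryptate-tagged anti-cAMP antibody, competed by cell cAMP against cAMP-d2. Compounds are tested on freshly harvested TSHR cells challenged with 4nM TSH (EC80) for 2 hours at 37 deg C.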
AT treatment: potential ataxia-telangiectasia treatment; […] A-T fibroblasts, KAP-1 phosphorylation AlphaLISA; neocarzinostatin DNA damage 30 min before lysis; Potency, µM (titrated, usually from 57.5 µM), for the others: at the top dose activation, actives largely listed as activators; 320,000 compounds, 0.19% hits; AID 485349; also: potency is read from the fitted curve at half-maximal effect; % of control where 0% means no effect; nearly all actives have a fitted effect of over 45% in size
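ATM-like activity read as KAP-1 phosphorylation via AlphaLISA donor/acceptor antibody pairs after lysis and 6 hr at 25C. Cells were ATM-null patient fibroblasts ([…], hTERT), dosed 60 min, then exposed to the DSB inducer NCS for 30 min.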
KCNH2 WT inh: KCNH2 (human, wildtype) channel inhibition. Q12809. U2OS, BacMam KCNH2, thallium flux FluxOr; active compounds read low. activity change, % at 1.84 µM. 340,000 compounds, 0.37% hits;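 active = maximum activity change below -70%; inconclusive = maximum activity change between -70% and -50%; inactive = maximum activity change above -50%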; also: % is scaled to controls: 0 for no effect and ±100 for the full control effect
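U2OS cells were transduced with wild-type KCNH2 virus (2.03 x 10^8 / mL) for 4 h at room temperature, then cultured overnight at 37 C. Thallium flux was read with FluxOr dye. Rate constants were normalized to DMSO controls.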
TCR activator: T cell receptor activation; primary human leukocytes, anti-CD3, IL-2 HTRF, 48 h; Potency, µM (doses to about 9.22 µM), inactives show at the top dose activation of IL-2 secretion, usual class: activators; 330,000 tested, under 10 active; AID 504894; also: % of control where 0% means no effect
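Primary human leukocytes incubated 48 hr with anti-CD3 beads plus compound, without co-stimulation. Secreted IL-2 measured by HTRF (europium cryptate/d2 anti-IL-2 pair, 320 nm excitation, 665 nm emission).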
BCR signal inh: chronic active BCR signaling inhibition | Potency, µM (doses to about 46.1 µM), for the others: at the top dose ratio change, negative = lower green/red ratio, usual class: inhibitors | 340,000 compounds, 0.05% hits | ABC-DLBCL IkBa-CBG/CBR reporter, luminescence ratio, 4 h | AID 493014; active = well fitted inhibition curve with a large enough effect in the signal ratio, with a control signal flat, not every such curve was filed as active; inconclusive = small, poorly fitted or top-dose-only effect, or effect the other way, or a change in a side signal; the % refers to the signal ratio;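 also: potency is read from the fitted curve at half-maximal effect; plate controls were basal doxycycline-induced cells for no effect and cells given 10 µM MG132 for full effect; MG132 reads +100%, hits lower the ratio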
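Cell line TMD8 (human ABC DLBCL), stably expressing tet-inducible CBG68-IkBa fusion and CBR; IMDM/0.5% FBS; cpd up to 46 uM; dox induction, 4 h, 37C/5% CO2; dual luminescence; green/red ratio; MG132 control.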
Giardia killer: Giardia lamblia killing; Giardia lamblia trophozoite viability; activity change, % at 7.66 µM, hits read low; 340,000 compounds, 0.15% hits; in the data active = activity change below about -80%; inconclusive = between about -30% and that limit;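 also: parasites exposed to compound for two days anaerobically before the ATP read; % is scaled to controls: 0 for no effect and ±100 for the full control effect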
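Killing of trophozoites was scored by loss of ATP luminescence after a 48 hrs anaerobic exposure to compounds at 37 deg C, using 100 cells per well.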
GALK inh: galactokinase (human) inhibition | P51570 | Purified GALK, Kinase-Glo residual ATP luminescence | Potency, µM (highest dose often 57.5 µM), for the others: top-dose activity change, negative = inhibition, hits mostly inhibitors | 270,000 compounds, 0.007% hits | AID 1868; also: potency is read from the fitted curve at half-maximal effect; % is scaled to controls: 0 for no effect and ±100 for the full control effect
Target sequence (P51570 whole entry, looked up): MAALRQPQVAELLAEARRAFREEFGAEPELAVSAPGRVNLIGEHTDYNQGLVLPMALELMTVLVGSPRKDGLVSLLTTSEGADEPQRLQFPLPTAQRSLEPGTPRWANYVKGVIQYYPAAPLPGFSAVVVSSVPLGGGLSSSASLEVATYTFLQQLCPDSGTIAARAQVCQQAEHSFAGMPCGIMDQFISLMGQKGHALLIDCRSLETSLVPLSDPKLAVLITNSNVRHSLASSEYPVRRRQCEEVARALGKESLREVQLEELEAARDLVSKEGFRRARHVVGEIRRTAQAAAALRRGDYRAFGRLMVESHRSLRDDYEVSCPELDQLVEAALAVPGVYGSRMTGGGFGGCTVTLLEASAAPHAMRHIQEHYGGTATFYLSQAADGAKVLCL
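The enzyme phosphorylates galactose (100 uM) using ATP (35 uM); inhibition is detected as higher residual ATP, quantified by bioluminescence after 1 h reaction at room temperature, pH 8.0.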
Coupling enz: coupling enzyme interference in Giardia aldolase counter-screen. coupling enzyme system counterscreen, AmpLite Red fluorescence. activity change, negative = inhibition, % at 58.2 µM, hits read low. 290,000 compounds, 0.67% hits; in the data active = activity change below about -30%; also: % is scaled to controls: 0 for no effect and ±100 for the full control effect
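Counterscreen of the coupled detection system alone, without aldolase: glyceraldehyde-3-phosphate coupling enzymes plus AmpLite Red readout. Compounds at 57.5 uM final, 10 min RT preincubation, 20 min RT reaction, fluorescence 525/598 nm.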
* = called active by the depositor; ? = inconclusive; . = not tested or not shown; [ ] = another dose, or the depositor's remark. Unless noted, calls follow the shape of the dose curve; as a rule, active = well fitted curve in the direction sought with a large enough effect; inconclusive = small, poorly fitted or top-dose-only effect, or another doubt; inactive = no such curve, though single readings can be large; an effect the other way counts as inactive or inconclusive.

#1 CCCCN(CC)CCNC(=O)C1CCCN(S(=O)(=O)c2cccc3nsnc23)C1 (stereo not drawn)
#2 Cc1ccccc1OC/C(O)=C(\C#N)c1nc2ccccc2[nH]1
#3 COc1ccc(-c2noc(CN3CCN(c4ccccc4F)CC3)n2)cc1OC
#4 CS(=O)(=O)N(CC(=O)NCCc1ccccc1)C1CCCCC1
#5 Cc1c(NC(=S)NC(=O)CCc2ccccc2)c(=O)n(-c2ccccc2)n1C
#6 O=C(CNc1cc(S(=O)(=O)N2CCOCC2)ccc1N1CCOCC1)Nc1cccc(C(F)(F)F)c1

Assay by compound	1	2	3	4	5	6
CXXC DNA block	1%	9%	6%	2%	6%	.
Tb PFK block	4%	2%	-1%	-3%	0%	1%
TSHR antag	8	12	-2	-1	5	-1
AT treatment	-4%	-2%	12%	-4%	10%	-1%
KCNH2 WT inh	24	-3	-2	-13	-5	14
TCR activator	-2%	.	9%	1%	9%	-1%
BCR signal inh	1%	9%	-7%	13%	0%	-1%
Giardia killer	-13	1	7	7	-5	9
GALK inh	1%	2%	-2%	-3%	-1%	.
Coupling enz	2	5	-2	3	0	.

#7 CCCc1ccc2oc(C(=O)N3CCC[C@H]3CO)c(C)c2c1
#8 COc1ccc(OC)c(NC(=O)C2CC(/C=C/c3ccccc3)=NO2)c1 (stereo not drawn)
#9 COC(=O)c1cccc(NC(=O)/C=C/c2ccc3c(c2)OCO3)c1
#10 CCOCCNC(=O)c1ccccc1C(=O)NCCOCC
#11 CCNc1nc(NC(C)CC)nc(Oc2ccc(OCC)nn2)n1 (stereo not drawn)
#12 COCCN(C(=O)COC(=O)C1COc2ccccc2O1)c1c(N)n(Cc2ccccc2)c(=O)[nH]c1=O (stereo not drawn)

Assay by compound	7	8	9	10	11	12
CXXC DNA block	4%	-11%	1%	2%	1%	.
Tb PFK block	2%	-3%	0%	-2%	-4%	2%
TSHR antag	1	-2	-7	0	27	0
AT treatment	6%	3%	0%	-20%	16%	2%
KCNH2 WT inh	-9	-8	5	5	.	-15
TCR activator	-1%	-3%	5%[46.1 µM]	-2%	-5%	0%
BCR signal inh	-4%	-4%	?	0%	?	-1%
Giardia killer	-21	-16	-26	-10	-19	-15
GALK inh	-1%	5%	0%	3%	5%	.
Coupling enz	1	0	-6	5	1	.

#13 Cc1ccc(NC(=O)C2CC(=O)OC23CCOC(C)(C)C3)cc1 (stereo not drawn)
#14 CN1CCN(NC(=S)Nc2ccccc2)CC1
#15 CC(=O)c1cccc(NC(=O)C2CCCC2)c1
#16 CCOc1ccc(-c2nn(-c3ccccc3)cc2/C=C2\SC(=S)N(C3CCS(=O)(=O)C3)C2=O)cc1 (stereo not drawn)
#17 O=C(Cc1ccccc1)Nn1c(O)c(/C=C2\C=Nc3ccccc32)sc1=S
#18 Cc1cccc(Nc2cc(=O)n(C)c(=O)[nH]2)c1

Assay by compound	13	14	15	16	17	18
CXXC DNA block	2%	2%	2%	?	?	6%
Tb PFK block	0%	1%	-3%	4%	-1%	0%
TSHR antag	-4	1	-6	-15	-10	-3
AT treatment	-4%	6%	5%	0%	1%	-1%
KCNH2 WT inh	11	-1	0	4	2	21
TCR activator	-4%	3%	5%	-9%	1%	-2%
BCR signal inh	?	-18%	1%	?	-7%	2%
Giardia killer	-1	-20	-2	-21	-6	8
GALK inh	-1%	0%	0%	-1%	.	6%
Coupling enz	0	1	0	0	0	8

Profiles, quoted from the list. Values in the order: CXXC DNA block	Tb PFK block	TSHR antag	AT treatment	KCNH2 WT inh	TCR activator	BCR signal inh	Giardia killer	GALK inh	Coupling enz
COC(=O)c1cccc(NC(=O)/C=C/c2ccc3c(c2)OCO3)c1 in the list: 1%	0%	-7	0%	5	5%[46.1 µM]	?	-26	0%	-6
CCNc1nc(NC(C)CC)nc(Oc2ccc(OCC)nn2)n1 (stereo not drawn) in the list: 1%	-4%	27	16%	.	-5%	?	-19	5%	1

(more compounds)
#19 COC(=O)Cn1nc(-c2ccccc2)c2ccccc2c1=O
#20 CCN(C(=O)COC(=O)c1cc(C)n(-c2ccc(F)cc2)c1C)C1CCS(=O)(=O)C1 (stereo not drawn)
#21 Nc1nc2ccc(N3CCOCC3)cc2s1
#22 O=C(CSc1nnc(Cc2cccs2)n1Cc1ccco1)Nc1ccc(Cl)cc1Cl
#23 Cc1c2ccccc2nc2c(F)c(NC(C)C)c(F)c(F)c12
#24 CNC(=O)CSc1ncnc2c1cnn2-c1ccccc1

Assay by compound	19	20	21	22	23	24
CXXC DNA block	5%	15%	4%	-2%	?	-3%
Tb PFK block	2%	4%	1%	3%	1%	-4%
TSHR antag	-3	11	-6	-3	0	-12
AT treatment	3%	-7%	-4%	3%	23%	2%
KCNH2 WT inh	-11	-10	-7	-1	6	6
TCR activator	-4%	-1%	8%	-1%	-3%[46.1 µM]	-1%
BCR signal inh	7%	?	0%	8%	8%	0%
Giardia killer	2	1	-27	7	-6	11
GALK inh	-2%	2%	-2%	-1%	0%	-2%
Coupling enz	-2	13	-7	0	-11	-2

#25 COCc1[nH][nH]c(=O)c1C=Nc1ccc(OC(F)(F)F)cc1
#26 Fc1ccc(Nc2nc(N3CCOCC3)nc(N3CCOCC3)n2)cc1Cl
#27 CCOc1ccccc1Nc1cc(C)nc2nc(C)nn12
#28 Cc1ccc2oc(C(=O)N3CCN(C)C[C@@H]3C(C)C)c(C)c2c1
#29 Cc1csc(SCC(=O)Nc2ccccc2C)n1
#30 Cc1oc(/C=N/NC(=O)CN(c2ccccc2Cl)S(C)(=O)=O)cc1Br

Assay by compound	25	26	27	28	29	30
CXXC DNA block	-4%	3%	1%	-4%	.	0%
Tb PFK block	-5%	2%	-7%	4%	-3%	0%
TSHR antag	3	3	5	23	2	-9
AT treatment	2%	3%	4%	4%	-6%	-2%
KCNH2 WT inh	7	0	-5	1	17	4
TCR activator	-3%	-2%	-2%[46.1 µM]	1%	8%	-1%[46.1 µM]
BCR signal inh	-2%	-7%	?	-1%	?	5%
Giardia killer	-8	35[activator]	0	12	-23	-2
GALK inh	8%	2%	0%	-7%	.	3%
Coupling enz	1	.	-3	0	.	0

#31 CCc1ccc(N2CC(C(=O)Nc3cccnc3)CC2=O)cc1 (stereo not drawn)
#32 Cc1ccc(C(O)c2ccncc2)cc1 (stereo not drawn)
#33 O=C(NCc1cccc(Cl)c1)C1CCCN(c2ncnc3c2nc2n3CCCCC2)C1 (stereo not drawn)
#34 O=CN1CCN(C(=S)NC(=O)c2ccc(Cl)cc2)CC1
#35 CC(C(=O)Nc1ncn[nH]1)N1C(=O)c2ccccc2C1=O (stereo not drawn)
#36 O=C1C(Cl)=C(NCCc2ccccc2)C(=O)N1CCc1ccccc1

Assay by compound	31	32	33	34	35	36
CXXC DNA block	8%	15%	-9%	-8%	-4%	16%
Tb PFK block	1%	-3%	-5%	0%	2%	-1%
TSHR antag	6	-8	-19	-7	20	3
AT treatment	.	0%	6%	4%	2%	13%
KCNH2 WT inh	11	3	-1	21	-4	3
TCR activator	2%	-3%	-4%	4%	-11%[46.1 µM]	3%
BCR signal inh	-1%	2%	7%	0%	10%	3%
Giardia killer	-7	21	-20	7	10	-4
GALK inh	3%	-3%	-1%	-4%	-1%	-2%
Coupling enz	4	0	4	1	-4	0

#37 N#Cc1ccc(-c2nc3ccc(Br)cc3c(=O)n2O)cc1
#38 O=C(CN1C(=O)COc2ccc(Cl)cc21)N1CCOCC1
#39 Cc1ccc2[nH]c3c(=O)n(CCC4=CCCCC4)cnc3c2c1
#40 Cc1cc(C(=O)Nc2ccccn2)cs1
#41 O=C(CCNS(=O)(=O)c1cccc2nsnc12)NCCC1=CCCCC1
#42 CCOc1ccc(C(C)C)cc1S(=O)(=O)N1CCN(C(=O)c2ccco2)CC1
#43 Cc1ccccc1-n1nc2c(c1NC(=O)c1ccc(S(=O)(=O)N(C)C)cc1)CSC2
#44 CC(C)(C)OC(=O)NCCCCCNC(=O)c1nc[nH]c1C(=O)NCCCCCNC(=O)OC(C)(C)C
#45 CCCn1c(O)c(N=NC(=O)c2cccnc2)c2cc(Br)ccc21

Assay by compound	37	38	39	40	41	42	43	44	45
CXXC DNA block	-5%	4%	-11%	1%	-1%	0%	-14%	.	-4%
Tb PFK block	-22%	0%	-1%	-3%	0%	2%	7%[0.46 µM]	1%	-1%
TSHR antag	16	10	-2	4	-8	-36	5	-41	19
AT treatment	1%	7%	1%	.	5%	-1%	2%	4%	-8%
KCNH2 WT inh	-10	9	-4	3	-9	7	-12	-1	2
TCR activator	1%	-1%	1%	-2%[46.1 µM]	-24%	-1%	-2%	6%	2%
BCR signal inh	-1%	1%	7%	?	-1%	-2%	4%	?	-4%
Giardia killer	-8	7	19	-1	-1	7	0	11	-11
GALK inh	-1%	-4%	4%	2%	0%	-1%	2%	.	3%
Coupling enz	-3	2	5	-5	-1	3	0	.	-9
